AID2073: inhibitors of Mint1-CaV2.2 protein interaction, biochemical, HTRF (AID 2073) | Voltage-dependent N-type calcium channel subunit alpha-1B (Homo sapiens) | actives 0.19% (n = 290,000) | HTRF protein-protein interaction, Mint1-CaV2.2; higher % means a stronger effect | inhibition, % at 20 µM, or IC50 in µM where a hit was titrated; in the data active = inhibition mostly above about 51%, no sharp cut-off; inconclusive = no clear call, values can overlap the other calls; inactive = mostly below about 53%; also: some results filed as inactive read as strong as hits
Myeloid diff 2: induction of myeloid progenitor differentiation, primary screen, cell-based, flow cytometry, MLPCN library | actives 1% (n = 360,000) | calls only at 10 µM | ER-HoxA9 myeloid progenitors, lysozyme-GFP differentiation;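 active = normalized GFP-positive differentiation at or above the plate's own cutoff, the solvent-only control mean plus 3 SD; inconclusive = no clear call, values can overlap the other calls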;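 also: cells exposed to compound for four days before flow analysis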
LYP phosphatase: inhibitors of LYP phosphatase, biochemical, fluorescence intensity, uHTS (AID 1779); inhibition, % at 11.5 µM; hits with a dose series show IC50 in µM; Tyrosine-protein phosphatase non-receptor type 22 (Homo sapiens); recombinant LYP phosphatase, fluorescence intensity; higher % means a stronger effect; actives 0.054% (n = 290,000);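 also: plate controls were vehicle with enzyme for no effect and no enzyme for full effect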
NS5 inhibitors: Dengue-2 NS5 methyltransferase inhibitors, primary screen, biochemical, confirmation dose response (AID 588689); Genome polyprotein (Dengue virus type 2 (strain 16681-PDK53)); Dengue-2 NS5 methyltransferase capping enzyme assay, biochemical; higher % means a stronger effect; one-dose inhibition, % at 25 µM; IC50 in µM for titrated hits; actives 0.3% (n = 340,000); in the data active = a potency from the dose series; inconclusive = inhibition above about 29% without an active follow-up result
Lipid droplet: inhibitors of hepatocyte lipid droplet formation, primary screen, imaging, high-throughput imaging, BODIPY stain. AML12 mouse hepatocytes, oleate lipid droplets. inhibition, % at 6.5 µM. actives 0.4% (n = 240,000). AID 1656, 2009;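 active = lipid droplet intensity inhibited by at least 50%, with more than 500 cells counted; inconclusive = wells with under 300 cells, treated as cytotoxic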
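Material – AML12 mouse liver cells · Also added – oleate loading, 100 µM · Compound dosing – 6.5 µM single-point dosing · Times – overnight treatment with compound plus oleate · Measured by – fluorescence imaging, 20x objective, two fields per well · Read-out – percent inhibition of filter-corrected integrated lipid droplet intensity per well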
NOD2 inhibition: NOD2 signaling inhibitors, cell-based, luminescence, uHTS, HEK293 (AID 1566). HEK293 NOD2/NF-kB luciferase reporter, luminescence; higher % means a stronger effect. one-dose inhibition, % at 4 µM; EC50 in µM for titrated hits. actives 0.63% (n = 290,000); also: many of its hits are not listed in these tables
Siah-1 displacement: Siah-1 peptide-binding antagonists, primary screen, biochemical, fluorescence polarization, rhodamine-plectin, uHTS (AID 1817); E3 ubiquitin-protein ligase SIAH1 (Homo sapiens); Siah-1 / rhodamine-plectin peptide fluorescence polarization; higher % means a stronger effect; displacement, % at 20 µM; hits with a dose series show IC50 in µM; actives 0.02% (n = 290,000);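 active = displacement of at least 50% at 20 µM, with a fluorescence ratio check between 0.3 and a set limit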;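 also: plate controls were Siah plus tracer with DMSO for no effect and tracer alone without Siah for full effect; strong numbers were not always called active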
XIAP displacement: XIAP antagonists, biochemical, IAP family, fluorescence polarization (AID 1018) | E3 ubiquitin-protein ligase XIAP (Homo sapiens) | XIAP BIR domain, fluorescence polarization peptide displacement; higher % means a stronger effect | displacement, % at 20 µM; hits with a dose series show IC50 in µM | actives 0.007% (n = 200,000); in the data active = displacement above about 50%; also: a part of the inactive calls stands beside numbers as strong as those of hits
HIV fusion peptide: inhibitors of HIV fusion peptide binding, primary screen, biochemical, uHTS, fluorescence dequenching (AID 1986) | cell-free peptide binding, fluorescence dequenching, 30 min; higher % means a stronger effect | inhibition, % at 20 µM, or IC50 in µM where a hit was titrated | actives 0.3% (n = 290,000); in the data active = inhibition mostly above about 52%, no sharp cut-off; inactive = mostly below about 76%; also: some results filed as inactive read as strong as hits
Lipid droplet cells 6.5 µM: also measured in Lipid droplet; calls as there; cell count; measured here: cell count, cytotoxicity flag;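 cells counted across two imaged fields per well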
NS5 inhibitors pilot replicate: second read-out of NS5 inhibitors, no call of its own (marks repeat the call); inhibition, %; measured here: pilot screen replicate inhibition
Myeloid diff 2 GFP+ MAC1+ %: further read-out of Myeloid diff 2, marked with its call; GFP+ MAC1+ double positive, %; measured here: differentiation confirmed by MAC1 staining
The depositor's hits bear a star; i = inactive; ? = inconclusive; nt = not tested or not shown; + = active, no number. Rule as the data show it, unless noted: active = inhibition above about 50%; inactive = the rest. The list is partial (hit frequency here may not be typical).

SMILES | AID2073 | Myeloid diff 2 | Myeloid diff 2 GFP+ MAC1+ % | LYP phosphatase | NS5 inhibitors | Lipid droplet | Lipid droplet cells 6.5 µM | NOD2 inhibition | Siah-1 displacement | XIAP displacement | HIV fusion peptide | others
COC(=O)N1CCN(c2ccc(C)cc2)C(C)C1 (centres undefined) | 2.7% | i | 0.3 | -11.1% | -4.5% | 5.4 | 672 | 22.8% | 12.9% | -4.0% | 0.3%
Cc1ccc(S(=O)(=O)CCC#N)cc1 | 2.7% | i | 0.3 | -5.0% | -8.0% | 5.4 | 690 | 5.0% | -1.2% | nt | -0.4%
CN(CC1CCN(CCc2cccc(C(F)(F)F)c2)CC1)C(=O)c1ccccc1 | -6.4% | i | 0.4 | -10.5% | -1.6% | -6.7 | 788 | -13.2% | 5.3% | nt | -0.2%
Nc1nc2nc(-c3ccccc3)cc(C(F)(F)F)c2s1 | -5.4% | i | 1.4 | -0.8% | -0.8% | -0.8 | 736 | 10.6% | 3.2% | nt | 1.2%
O=C(Nc1ccccc1F)c1ccncc1 | 7.4% | i | 1.1 | -5.1% | -1.2% | 14.5 | 812 | 7.1% | -0.9% | -4.5% | -0.4%
COC(=O)c1ccccc1-n1c(C)nc(=O)c(-c2ccccc2)c1C | 11.6% | i | 0.2 | -11.9% | 13.1% | 0.8 | 793 | -1.0% | -3.0% | nt | 0.6%
Cc1cc2cc(CN(Cc3ccco3)C(=O)C3CCCCC3)c(=O)[nH]c2cc1C | 29.4% | i | 1.2 | -2.4% | 8.8% | nt | nt | 21.2% | 2.5% | -2.1% | -0.9%
CC(=O)Cc1nnn(-c2cc(C)on2)n1 | -10.9% | nt | nt | -6.0% | nt | 9.9 | 800 | -1.7% | -3.5% | nt | -1.6%
CCc1ccc(NC(=O)C2CCCN(S(=O)(=O)c3cccs3)C2)cc1 (centres undefined) | -0.1% | i | 0.3 | -1.9% | -3.3% | -18.8 | 804 | 3.1% | 3.3% | nt | 5.2%
COCCNCCOCCOc1cccc(OC)c1 | -5.8% | i | 0.6 | -5.1% | 0.7% | nt | nt | 17.6% | -0.3% | -0.8% | -0.4%

Looked up one by one from the list above:
SMILES | AID2073 | Myeloid diff 2 | Myeloid diff 2 GFP+ MAC1+ % | LYP phosphatase | NS5 inhibitors | Lipid droplet | Lipid droplet cells 6.5 µM | NOD2 inhibition | Siah-1 displacement | XIAP displacement | HIV fusion peptide | others
Cc1ccc(S(=O)(=O)CCC#N)cc1 | 2.7% | i | 0.3 | -5.0% | -8.0% | 5.4 | 690 | 5.0% | -1.2% | nt | -0.4%
COCCNCCOCCOc1cccc(OC)c1 | -5.8% | i | 0.6 | -5.1% | 0.7% | nt | nt | 17.6% | -0.3% | -0.8% | -0.4%

(cont.)
SMILES | AID2073 | Myeloid diff 2 | Myeloid diff 2 GFP+ MAC1+ % | LYP phosphatase | NS5 inhibitors | Lipid droplet | Lipid droplet cells 6.5 µM | NOD2 inhibition | Siah-1 displacement | XIAP displacement | HIV fusion peptide | others
CCOC(=O)CN1C(=O)NC2NC(=O)NC21 (centres undefined) | 0.7% | i | 0.6 | -7.0% | 3.3% | nt | nt | 2.7% | -4.9% | -0.5% | -1.6%
COc1ccc(CN2CCC(C(=O)Nc3ccc(Oc4cccnc4)cc3)CC2)cc1 | 14.3% | i | 2.7 | -8.2% | 5.8% | -5.7 | 866 | 31.3% | 1.2% | nt | -0.8%
O=C(COc1c(F)c(F)c(C(F)(F)F)c(F)c1F)Nc1ccc(N2CCOCC2)c(Cl)c1 | 0.3% | i | 0.8 | -1.3% | 3.2% | -2.0 | 615 | 12.7% | 3.1% | -3.3% | 0.9%
O=C(Nc1c(C(=O)c2ccccc2)oc2ccccc12)c1cc(-c2ccccc2O)n[nH]1 | 18.5% | i | 0.4 | -3.7% | 1.5% | -4.5 | 615 | 32.6% | -4.6% | -0.3% | 0.4%
CCCS(=O)(=O)c1nc(S(=O)(=O)c2ccc(C)cc2)c(N2CCC(C)CC2)s1 | ? | i | 0.8 | -2.0% | -2.0% | -17.7 | 715 | 17.1% | 3.1% | nt | 0.2%
COc1ccccc1C(=O)NNc1ncc(C)s1 | -9.4% | i | 0.9 | -8.0% | -8.1% | 9.6 | 829 | 5.3% | 15.2% | nt | -0.6%
COc1ccc(CNCc2ccncc2)cc1OC | 11.3% | i | 0.6 | -9.6% | 0.8% | nt | nt | 9.2% | -1.9% | nt | 1.0%
O=C(Cn1c(=O)c(=O)n(Cc2ccccc2)c2ccc(Cl)cc21)Nc1cc(F)ccc1F | 38.1% | nt | nt | 3.7% | nt | 10.4 | 695 | 8.8% | 3.9% | -7.9% | 1.0%
CCOC(=O)c1ccc(S(=O)(=O)N2CCN(S(=O)(=O)CC)CC2)cc1 | -3.0% | i | 1.2 | -1.9% | 1.6% | nt | nt | 2.3% | 5.2% | -4.3% | 2.8%
COc1ccc2[nH]c3c(=O)n4c(nc3c2c1)SCCC4 | 8.5% | i | 0.2 | -2.7% | nt | 2.6 | 676 | 3.2% | -6.2% | -0.9% | -2.5%
COc1ccc(NC(=O)Nc2nnc(C(C)C)s2)cc1 | 5.8% | i | 0.5 | -5.4% | -21.7% | nt | nt | 5.3% | -2.1% | -6.2% | -1.8%
Cn1nc([N+](=O)[O-])nc1Sc1ccc(C(C)(C)C)cc1 | -0.1% | i | 0.3 | -1.9% | 3.4% | nt | nt | 0.8% | 6.7% | -0.8% | -0.5%
Cc1ccc(CNC(=O)CSc2ncn[nH]2)cc1 | 15.1% | i | 1.0 | -6.1% | -5.9% | 5.2 | 759 | -30.8% | -2.1% | nt | 0.3%
COc1ccc(-n2cc(CNC3CCOCC3)c(-c3cccc(F)c3)n2)cc1 | 12.3% | i | 0.5 | -6.6% | -3.0% | 2.1 | 725 | -8.9% | -6.6% | -9.6% | -0.8%
CCCCNc1ccc(C(CC(N)=O)NC(=O)Cc2cccc3ccccc23)cc1[N+](=O)[O-] (centres undefined) | 7.6% | i | 1.1 | -8.6% | -0.8% | 2.9 | 663 | -20.6% | -5.8% | nt | -0.2%
O=S(=O)(Cc1ccccc1)Oc1ccccc1 | 1.9% | i | 0.5 | 2.6% | -2.0% | -13.2 | 803 | -12.3% | 8.2% | nt | 0.0%
CCO/C=C1/C(=O)N(c2ccc(OC)cc2)C(=O)c2ccccc21 | 15.5% | i | 0.6 | -7.8% | -10.9% | 8.0 | 679 | 3.4% | 10.5% | -4.8% | 0.2%
Cc1ccc(NC(=O)C(NC2CCCC2)c2ccccc2)cc1Cl (centres undefined) | 6.0% | i | 0.1 | -5.5% | -2.3% | -1.9 | 700 | -10.2% | -5.4% | -3.4% | 2.3%
C[C@H](NC(=O)Nc1cccc(C(F)(F)F)c1)C(=O)O | 17.2% | i | 0.9 | -5.3% | -7.6% | -1.3 | 744 | 10.5% | 1.5% | -2.8% | 2.8%
COC(=O)C(C)N=Cc1ccccc1 (centres undefined) | -3.8% | i | 0.2 | -5.6% | 1.5% | nt | nt | 7.1% | 8.8% | -5.8% | -0.1%
Cc1nc2sccn2c(=O)c1S(=O)(=O)NCC(C)c1ccccc1 (centres undefined) | -4.7% | i | 2.0 | -2.6% | -1.4% | -1.9 | 765 | -0.3% | 1.3% | nt | 0.0%
COc1ccc(NC(=O)CCSc2ccc3ccccc3n2)cc1 | 1.3% | i | 1.4 | -9.1% | -4.4% | -2.5 | 716 | 32.3% | 5.7% | -4.5% | 1.0%
CCCCC1(CC)C(=O)NC(=O)NC1=Nc1ccc(OC)cc1 (centres undefined) | 1.5% | i | 1.7 | -0.7% | -6.8% | nt | nt | 4.8% | 4.0% | -1.4% | 0.1% | NS5 inhibitors pilot replicate=-15.2
Cc1cc(C(F)F)n2ncc(C(=O)NC3CCCCCC3)c2n1 | 6.9% | i | 0.8 | 1.0% | -2.8% | -9.7 | 666 | 3.4% | 1.5% | -5.4% | 3.7%
COC(=O)c1cc(Cn2nc(C(=O)O)c3ccccc3c2=O)oc1C | 9.6% | i | 0.4 | -6.9% | 3.3% | 3.9 | 675 | -4.5% | 11.8% | nt | -4.0%
CCOC(=O)C1=C(C)NC2=C(C(=O)CC(c3cccs3)C2)C1c1cccs1 (centres undefined) | 20.6% | + | nt | 1.4% | -6.1% | -22.4 | 717 | -0.2% | 9.9% | 5.4% | 1.2%
CC(C)C(=O)Nc1ncc(Cc2ccc(Cl)cc2)s1 | -7.2% | i | 0.3 | 0.1% | nt | 3.7 | 690 | -39.9% | 2.6% | -2.4% | 0.5%
O=C(CCCCCCC(=O)NCc1ccccc1)NCc1ccccc1 | 6.8% | i | 0.7 | 0.7% | -0.8% | -16.2 | 770 | 6.4% | 3.9% | nt | 0.7%
COC(=O)CN(c1ccccn1)S(=O)(=O)c1ccccc1 | 2.3% | i | 0.0 | -6.4% | -2.4% | nt | nt | 1.7% | -0.5% | 1.2% | -1.6%
CCOc1ccc(S(=O)(=O)N2CCN(C(=S)NC3CC3)CC2)cc1 | -4.6% | i | 0.4 | -3.9% | -8.7% | 12.9 | 690 | -2.3% | 2.7% | -3.0% | 0.6%
CCc1ccccc1NC(=O)Cn1ccn(-c2ccc(OC)cc2)c(=O)c1=O | ? | i | 1.3 | -7.2% | -2.7% | -10.3 | 784 | 16.0% | -0.6% | nt | 0.1%
O=C(NCCN1CCOCC1)c1ccc(=O)n(Cc2ccc(Cl)cc2)c1 | -5.1% | i | 0.2 | -5.1% | 2.1% | 4.7 | 690 | 3.5% | -7.8% | -7.5% | -0.6%
CCOC(=O)Nc1oc2ccccc2c(=O)c1CN1CCOCC1 | 2.3% | i | 0.9 | -8.3% | -8.1% | nt | nt | 0.7% | 1.8% | -6.4% | -2.2%
CC(C)CCSc1nc2[nH]ncc2c(=O)[nH]1 | -3.9% | i | 0.2 | 1.4% | -6.2% | 1.7 | 682 | 6.6% | 6.0% | 0.1% | 1.8%
CCn1c(=S)sc2c(=O)n(CC(=O)Nc3cccc(OC)c3)c(C)nc21 | 0.4% | i | 1.0 | -1.4% | -10.8% | -22.8 | 768 | 13.8% | -1.5% | nt | 2.3%
CCCSCCCNC(=O)c1ccc(C)c(NC(=O)C2=C(C)OCCS2)c1 | 12.7% | i | 0.4 | -8.2% | -3.2% | -1.5 | 848 | -27.8% | -3.3% | nt | 1.2%

Screens from PubChem.
